Compound activity (PubChem)
ARFGAP1 inhibitor = rat ARFGAP1 inhibition. Q62848. Arfgap1-stimulated ARF1 GTP hydrolysis, GDP FP detection. inhibition, % at 16.5 µM. 360,000 tested, 0.26% active;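 active = inhibition above a per-plate limit, mean inhibition of low control wells plus 3 SD, cut at about 25% in these data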;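 also: 0% = DMSO wells with enzyme and 100% = wells lacking Arfgap1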
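Repeats: one replicate per compound; assay system: rat Arfgap1 catalytic domain, aa 1-136; times: enzyme reaction 120 min at 25 °C after 20 min preincubation; detection: FP of antibody-bound GDP Alexa 633 tracer, ex 620/em 688 nm; benchmarks: high control wells lacking Arfgap1, low control full reaction with DMSO; reagent: human ARF1(Δ1-17)-GTP substrate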
KLK7 zymogen act = proKLK7 (human) activation, primary screen; purified proKLK7, EDANS-DABCYL substrate fluorescence; 100% is mature enzyme control, 0% vehicle; activation, % at 7 µM; 370,000 tested, 0.9% active; AID 652039;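 active = activation above the mean of all tested compounds plus 3 SD, computed per campaign excluding outliers beyond control limits, cut at about 13% in these data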
ADAM17 inh = ADAM17 inhibition, QFRET primary screen; P78536; recombinant ADAM17, EDANS/DABCYL FRET peptide cleavage; inhibition, % at 6.95 µM; 370,000 tested, 0.83% active; AID 720648;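 active = inhibition above the mean of compounds lying between control limits plus 3 SD, set per campaign, cut at about 8.5% in these data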;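 also: 0% = DMSO-only wells as the low control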
Target sequence (P78536 215-824 limits assumed): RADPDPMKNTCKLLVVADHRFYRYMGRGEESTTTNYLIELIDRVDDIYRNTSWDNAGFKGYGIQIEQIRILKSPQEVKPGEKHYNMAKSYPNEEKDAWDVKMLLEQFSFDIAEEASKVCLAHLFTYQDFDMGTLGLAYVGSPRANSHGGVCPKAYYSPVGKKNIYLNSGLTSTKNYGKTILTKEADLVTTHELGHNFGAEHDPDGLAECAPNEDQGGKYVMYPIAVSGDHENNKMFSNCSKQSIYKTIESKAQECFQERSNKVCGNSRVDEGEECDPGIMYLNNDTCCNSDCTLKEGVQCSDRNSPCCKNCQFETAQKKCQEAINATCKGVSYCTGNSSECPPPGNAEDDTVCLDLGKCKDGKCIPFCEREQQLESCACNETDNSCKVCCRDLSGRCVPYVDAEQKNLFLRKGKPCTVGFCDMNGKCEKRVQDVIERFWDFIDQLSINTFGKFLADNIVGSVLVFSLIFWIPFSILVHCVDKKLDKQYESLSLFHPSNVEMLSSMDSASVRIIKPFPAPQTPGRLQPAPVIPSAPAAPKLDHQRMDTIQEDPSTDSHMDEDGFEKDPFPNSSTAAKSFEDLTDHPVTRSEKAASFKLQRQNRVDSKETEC
UHRF1 MBD2 ctr = blocks human UHRF1 binding to methylated DNA | Q96T88 | UHRF1 binding to methylated oligo, TR-FRET | inhibition, % at 4.4 µM | 370,000 tested, 0.75% active | AID 687016; in the data active = inhibition above about 21%;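 also: UHRF1 SRA domain binding a hemimethylated CpG hairpin DNA probe; 0% = median of test compound wells and 100% = reference inhibitor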
MBD2 inh = blocks human MBD2 binding to methylated DNA; Q9UBB5; TR-FRET, MBD2 binding to methylated oligonucleotide; 370,000 tested, 0.31% active; inhibition, % at 4.4 µM; in the data active = inhibition above about 13%
Tn6 DDE FP = inhibitors of Tn6 peptide binding to human fibrin DD(E); P02675; Fibrin DD(E) TRITC-Tn6 fluorescence polarization displacement; inhibition, % at 8.3 µM; 370,000 tested, 0.21% active;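 active = inhibition above a per-campaign cutoff: mean of compounds within control limits plus 3 SD, cut at about 15% in these data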;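 also: 0% = median of all compound wells on the plate and 100% = blocking peptide control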
Target sequence (P02675 whole entry, looked up): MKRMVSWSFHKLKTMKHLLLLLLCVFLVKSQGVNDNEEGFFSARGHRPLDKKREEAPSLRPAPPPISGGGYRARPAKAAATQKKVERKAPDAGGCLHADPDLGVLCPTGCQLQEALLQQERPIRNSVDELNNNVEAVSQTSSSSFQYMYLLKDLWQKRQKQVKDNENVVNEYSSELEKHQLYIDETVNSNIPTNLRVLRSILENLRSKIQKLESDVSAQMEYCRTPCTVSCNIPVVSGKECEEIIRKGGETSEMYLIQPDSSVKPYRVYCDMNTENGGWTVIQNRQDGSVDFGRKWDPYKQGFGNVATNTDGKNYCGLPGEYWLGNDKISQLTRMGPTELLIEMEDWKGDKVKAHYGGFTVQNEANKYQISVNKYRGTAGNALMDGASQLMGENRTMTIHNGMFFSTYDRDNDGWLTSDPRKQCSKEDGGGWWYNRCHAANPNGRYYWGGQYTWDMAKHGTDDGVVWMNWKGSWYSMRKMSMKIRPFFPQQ
PLC-beta3 inh = inhibitors of human phospholipase C beta3. Q01970. Purified PLC-beta3, fluorogenic substrate, fluorescence. inhibition, % at 12.2 µM. 370,000 tested, 0.18% active. AID 720704; in the data active = inhibition above about 11%;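 also: 0% = median of compound wells on plate and 100% = full blocker control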
PLCg1 inh = PLC-gamma1 (human) inhibition, primary screen | 370,000 tested, 0.84% active | P19174 | AID 720700 | inhibition, % at 12.2 µM | purified PLC-gamma1, fluorogenic substrate, fluorescence; in the data active = inhibition above about 9.5%
DDE Tn7 FP inh = DD(E)-Tn7 binding inhibition, primary FP screen | FP displacement of FITC-Tn7 peptide from fibrin DD(E); 0% = median of compound wells per plate | inhibition, % at 8.3 µM | 370,000 tested, 0.13% active | AID 720508;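 active = inhibition above the mean of compounds falling within the control limits plus 3 SD of them, cut at about 14% in these data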;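 also: 0% = plate median of compound wells and 100% = 10 µM Aha-Tn7 peptide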
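System: human fibrin DD(E); quantity: Fibrin-DD(E) at 2 µM final; also added: fluorescent Tn7 probe at 0.1 µM; compound dosing: single nominal test concentration of 8.3 µM per compound; schedule: 10 min preincubation, 3 h with tracer, room temperature; detection: fluorescence polarization of the labelled Tn7 tracer; repeats: one replicate per compound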
ASAP1 GAP inh = blocks human ASAP1-stimulated Arf1 GTP hydrolysis; GDP FP detection; inhibition, % at 16.5 µM; 360,000 tested, 0.19% active; in the data active = inhibition above about 25%;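 also: 0% = vehicle with enzyme and substrate and 100% = no enzyme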
The depositor's hits bear a star; i = inactive. Rows are unselected, and some 4.1% of all compounds hit somewhere here.

SMILES | ARFGAP1 inhibitor | KLK7 zymogen act | ADAM17 inh | UHRF1 MBD2 ctr | MBD2 inh | Tn6 DDE FP | PLC-beta3 inh | PLCg1 inh | DDE Tn7 FP inh | ASAP1 GAP inh
CC(SC#N)C(=O)C12CC3CC(CC(C3)C1)C2 (stereo unspecified) | 9 | 0.5 | -5 | 7 | 0 | 1 | -1 | 2 | 9 | -2
CCN(CCO)c1ccc(Nc2cc(-c3ccc(-c4ccccc4)cc3)ncn2)cc1 | 12 | -1.0 | -1 | -2 | 2 | -2 | -99 | -78 | 1 | -3
NS(=O)(=O)c1ccc(CCNC(=O)CCCn2ncn3c(cc4occc43)c2=O)cc1 | 4 | -0.1 | -1 | -3 | 1 | -5 | -5 | 0 | 0 | -6
CCOC(=O)C1CCCN(C(=O)c2cc3nc(-c4cccc(OC)c4)cc(C(F)(F)F)n3n2)C1 (stereo unspecified) | -2 | -2.4 | -55 | -4 | 0 | 4 | i | -16 | -5 | 4
CCCn1c(NC(=O)CCS(=O)(=O)c2ccc(C)cc2)nc2ccccc21 | -6 | -0.7 | -13 | -5 | 1 | -5 | -49 | -46 | -1 | -5
Cc1ccc(C(=O)c2sc3nsc(C)c3c2N)cc1 | 7 | -0.1 | 5 | 0 | -2 | 9 | -9 | -3 | -1 | 9
Cc1ccc(C(=O)NCC(c2ccc(F)cc2)N2CCOCC2)cc1 (stereo unspecified) | 8 | 0.2 | -3 | 1 | 2 | 6 | -5 | 1 | 9 | 3
COc1cc2c(cc1OC)CN(C(=S)Nc1c(C)cccc1C)CC2 | 7 | 0.5 | 0 | 3 | 4 | 10 | -2 | -6 | -3 | -9
C[C@@H](c1ccccc1)N1C[C@@H](COCc2ccccc2)Oc2cc(N3CCC[C@H]3C(N)=O)ccc2S1(=O)=O | 2 | 0.4 | 7 | -3 | 3 | -2 | 5 | 6 | -3 | 17
Cc1ccc(OCC(=O)N/N=C/C=C/c2ccco2)cc1 | -4 | 1.0 | -5 | -1 | 2 | 3 | -15 | -12 | 1 | -9
CC(=O)NC(=S)Nc1cccc([N+](=O)[O-])c1 | -5 | -0.4 | -4 | 0 | 1 | 9 | -5 | 0 | 7 | -8
O=C(Nc1ccc(S(=O)(=O)N2CCOCC2)cc1)C1CCN(S(=O)(=O)c2ccccc2)CC1 | 3 | -0.1 | -2 | 4 | 2 | -12 | -10 | 1 | -2 | 5
CC(C)(C)n1nc2c(c1NC(=O)c1cc(Cl)ccc1[N+](=O)[O-])CS(=O)(=O)C2 | -1 | 0.0 | -4 | -1 | -4 | -4 | -5 | 5 | -6 | 9
CCCNC(=O)Cn1c(-c2ccc(F)cc2)cc(C(=O)OCC)c1C | 2 | -0.6 | 0 | -1 | -2 | -2 | 0 | 1 | -12 | 19
Cc1cc(C)cc(N(CC(=O)NC2CCCC2)C(=O)CCC(=O)Nc2nc(C)cs2)c1 | 6 | 0.7 | -2 | 4 | 1 | 0 | -4 | 2 | 4 | -3
O=C(/C=C/c1cccnc1)c1ccc(F)c(F)c1 | -1 | 0.2 | 1 | -3 | 3 | 4 | 0 | 1 | 0 | -4
Cc1cc(Cl)ccc1OCCCC(=O)OCC(=O)c1c(N)n(C)c(=O)n(C)c1=O | -1 | 1.0 | -2 | 0 | 7 | -6 | -9 | 2 | -8 | -3
CSc1ccccc1-c1nnc(-c2ccc(C)cc2)o1 | 3 | -0.2 | -5 | 1 | 0 | -6 | -7 | -13 | 3 | 10
CN1CC(c2ccccc2)C2(SC(=S)N(Cc3ccco3)C2=O)C12C(=O)Nc1ccccc12 (stereo unspecified) | -2 | 0.1 | 10* | -1 | -8 | 2 | 0 | 0 | 15* | 2
CCCOC(=O)c1[nH]c2c(c1C)C(=O)CC(c1ccc(OC)c(OC)c1)C2 (stereo unspecified) | -3 | 0.2 | -3 | -1 | 5 | -5 | 0 | 1 | 4 | 0
CCc1ccccc1OCC(=O)NCC1COc2ccccc2O1 (stereo unspecified) | 7 | 0.2 | 7 | 1 | -1 | 11 | -1 | 7 | -10 | -17
COCC(=O)N(Cc1cc2cc(C)ccc2[nH]c1=O)c1ccc(C)c(C)c1 | 12 | 1.3 | -19 | 0 | 8 | -7 | -9 | -5 | -4 | 10
CN(Cc1ccccc1)C(=O)c1ccc(NC(=O)Cc2ccc(NC(=O)C3CCCN(C(=O)CCc4ccccc4)C3)cc2)cc1 (stereo unspecified) | 0 | 0.7 | 9.4* | -3 | -3 | 4 | 2 | 0 | 12 | -2
CC(=O)c1cccc(CN2CCC(C(=O)Nc3ccc(-c4cccc(C)c4)cc3)CC2)c1 | 9 | 0.1 | 3 | -2 | 0 | -6 | -3 | 4 | 2 | -2

As entered above:
`CN(Cc1ccccc1)C(=O)c1ccc(NC(=O)Cc2ccc(NC(=O)C3CCCN(C(=O)CCc4ccccc4)C3)cc2)cc1` (stereo unspecified) in ARFGAP1 inhibitor is entered as 0
`C[C@@H](c1ccccc1)N1C[C@@H](COCc2ccccc2)Oc2cc(N3CCC[C@H]3C(N)=O)ccc2S1(=O)=O` in KLK7 zymogen act is entered as 0.4

More results follow:
SMILES | ARFGAP1 inhibitor | KLK7 zymogen act | ADAM17 inh | UHRF1 MBD2 ctr | MBD2 inh | Tn6 DDE FP | PLC-beta3 inh | PLCg1 inh | DDE Tn7 FP inh | ASAP1 GAP inh
CCO/N=C(/C)c1c(O)cc(C(C)(C)C)n(-c2ccccc2)c1=O | 8 | -0.1 | -3 | 1 | 4 | 4 | -6 | -5 | 4 | 10
O=C(C(=O)N1CCc2ccccc2C1)c1cn(CC(=O)N2CCOCC2)c2ccccc12 | 9 | 0.4 | -1 | 4 | -2 | 2 | -5 | 5 | -3 | 4
O=C(CS(=O)(=O)Cc1ccccc1)N1CCc2ccccc21 | -1 | -0.2 | -4 | 0 | 2 | 7 | -2 | -2 | 0 | -6
Cc1onc(-c2ccccc2)c1C(=O)N1CCCN(C(=O)c2c(-c3ccccc3)noc2C)CC1 | 0 | -0.2 | -2 | -1 | 1 | 1 | 7 | 5 | 0 | 14
CCN(CC)C(=O)c1ncn(Cc2ccccc2)c1C(=O)N(CC)CC | -10 | 0.0 | -2 | -2 | 4 | -13 | 0 | 1 | 2 | -6
CCN(CC)CCNC(=O)c1nn(-c2ccc(Cl)cc2)c2c1CCc1cc(OC)ccc1-2 | 0 | -0.5 | -13 | 2 | -1 | -1 | -38 | -31 | -2 | -9
COC(=O)c1cnn2c(C(F)(F)F)cc(-c3ccccc3)nc12 | 5 | 3.0 | -36 | 2 | -6 | 1 | -243 | -198 | -5 | -14
O=P(c1ccccc1)(c1ccccc1)C(c1ccccn1)P(=O)(c1ccccc1)c1ccccc1 | 3 | -0.8 | -2 | -1 | 4 | 4 | -6 | 1 | 2 | -12
CCOc1ccc(OCC)c(NC(=O)CSCC(=O)O)c1 | 4 | 0.8 | -5 | 2 | 1 | 2 | 0 | -2 | 0 | -6
COCCCN1CC(=O)N2C(c3cccc(OC)c3)c3[nH]c4ccccc4c3C[C@H]2C1=O (stereo partly specified) | -2 | 0.6 | -3 | 0 | 3 | 8 | -8 | 0 | 5 | -7
C[C@H]1CN([C@@H](C)CO)C(=O)c2cccc(NC(=O)C3CC3)c2O[C@H]1CN(C)CC1CCCCC1 | -5 | 0.6 | -3 | 3 | -5 | -5 | 2 | 1 | -9 | 11
CCCCC(=O)N(CCOC)c1nnc(-c2ccc(OC)cc2)s1 | -11 | 0.0 | -1 | 0 | -3 | -1 | 2 | 2 | 8 | 4
Cc1cc(C)n2nc(SCc3ccccc3C(=O)O)nc2n1 | -1 | -0.4 | -4 | 3 | 5 | -4 | -3 | 0 | 0 | -6
O=C(CN1C(=O)NC2(CCCc3ccccc32)C1=O)NCc1ccc(Cl)cc1Cl (stereo unspecified) | 2 | 0.2 | 5 | 1 | 0 | -2 | -7 | 0 | 0 | -6
CC(Sc1nnc(Cc2ccccc2)n1C)C(=O)NC1CC1 (stereo unspecified) | 0 | 0.2 | 1 | 3 | -1 | 4 | -1 | -1 | -6 | 1
CSCCC(NC(=O)c1ccccc1Cl)C(=O)NNC(=O)c1ccncc1 (stereo unspecified) | -2 | -0.1 | -6 | 2 | 0 | 5 | -9 | -2 | 0 | -7
Cc1oc2c(CN3CCCCC3C)c(O)ccc2c(=O)c1-c1ccc(Br)cc1 (stereo unspecified) | 13 | 10 | -358 | -3 | -4 | 1 | i | i | 0 | 6
O=P(OC1CCCCC1)(OC1CCCCC1)C(O)c1ccc(Cl)cc1Cl (stereo unspecified) | 2 | -0.4 | 0 | 2 | 1 | 3 | 4 | 0 | -4 | 10
Cc1ccc(O)c(C(=O)CC(=O)c2ccc(Cl)cc2)c1 | 16 | 0.7 | -8 | 2 | 3 | 0 | -5 | -6 | -1 | 7
CCn1nnc(NC(=O)c2c(OC)cccc2OC)n1 | 10 | 0.2 | -4 | 2 | 4 | -4 | 3 | 2 | -4 | -9
CC(=O)COc1ccc2c(-c3ccccc3)cc(=O)oc2c1C | -13 | -7.6 | -9 | -2 | -5 | 8 | -34 | -23 | 1 | -1
CCCCNC(=S)Nc1ccccc1F | 9 | 0.2 | -1 | 1 | -5 | 8 | 5 | 4 | 0 | -10
COc1ccc(Cl)cc1C(=O)NCCCSc1ccccc1 | -12 | 0.7 | 2 | 0 | 2 | 9 | -5 | -1 | -1 | 0
COc1ccccc1N(CC(=O)NC1CCCC1)C(=O)c1oc(C(C)(C)C)cc1C | -7 | 0.0 | -1 | 1 | 0 | -7 | 1 | 0 | -5 | -9
CCOC(=O)c1c(SCc2ccccc2)n[nH]c1N | 6 | 0.1 | 2 | 0 | 5 | -5 | -22 | 0 | -9 | -5
O=C(C1CC1(c1ccccc1)c1ccccc1)N1CCOCC1 (stereo unspecified) | -9 | 0.2 | -2 | -2 | 2 | 9 | 2 | 0 | 10 | -1
CCN1C[C@@H]2[C@@H]3C(=O)N(C)C(=O)[C@@H]3[C@](C)(C1=O)N2C(=O)c1ccc(C(C)(C)C)cc1 | -6 | -0.3 | -1 | 4 | 2 | -8 | -1 | 0 | -3 | -4
O=C1[C@H]2[C@@H](c3ccc(F)cc3)N3C(=O)N(c4ccc(Br)cc4)C(=O)[C@@]3(Cc3ccccc3)[C@H]2C(=O)N1C1CCCCC1 | -5 | 0.3 | -1 | 0 | 4 | -6 | 3 | 1 | 1 | -3
O=C1CN(C(=O)COC(=O)C2=COCCO2)c2ccccc2N1 | -2 | 0.3 | -3 | -1 | -1 | 1 | 0 | 1 | -3 | 5

Retrieved one by one from above:
SMILES | ARFGAP1 inhibitor | KLK7 zymogen act | ADAM17 inh | UHRF1 MBD2 ctr | MBD2 inh | Tn6 DDE FP | PLC-beta3 inh | PLCg1 inh | DDE Tn7 FP inh | ASAP1 GAP inh
O=C1CN(C(=O)COC(=O)C2=COCCO2)c2ccccc2N1 | -2 | 0.3 | -3 | -1 | -1 | 1 | 0 | 1 | -3 | 5
O=C1[C@H]2[C@@H](c3ccc(F)cc3)N3C(=O)N(c4ccc(Br)cc4)C(=O)[C@@]3(Cc3ccccc3)[C@H]2C(=O)N1C1CCCCC1 | -5 | 0.3 | -1 | 0 | 4 | -6 | 3 | 1 | 1 | -3
